# High-throughput results (PubChem)
# rTrxR1 inhibitor: rat TrxR1 inhibition; hit rate 1% among 390,000; Potency, µM (doses to about 114 µM), for inactives: at the top dose activity change, negative = inhibition, hits mostly inhibitors; recombinant rTrxR1, NADPH fluorescence consumption, selenite substrate; AID 588453; further: on the % scale 0 is the no-effect control and ±100 the full control effect; nearly all actives have a fitted effect of over 65% in size
# Target sequence (O89049 whole entry, looked up): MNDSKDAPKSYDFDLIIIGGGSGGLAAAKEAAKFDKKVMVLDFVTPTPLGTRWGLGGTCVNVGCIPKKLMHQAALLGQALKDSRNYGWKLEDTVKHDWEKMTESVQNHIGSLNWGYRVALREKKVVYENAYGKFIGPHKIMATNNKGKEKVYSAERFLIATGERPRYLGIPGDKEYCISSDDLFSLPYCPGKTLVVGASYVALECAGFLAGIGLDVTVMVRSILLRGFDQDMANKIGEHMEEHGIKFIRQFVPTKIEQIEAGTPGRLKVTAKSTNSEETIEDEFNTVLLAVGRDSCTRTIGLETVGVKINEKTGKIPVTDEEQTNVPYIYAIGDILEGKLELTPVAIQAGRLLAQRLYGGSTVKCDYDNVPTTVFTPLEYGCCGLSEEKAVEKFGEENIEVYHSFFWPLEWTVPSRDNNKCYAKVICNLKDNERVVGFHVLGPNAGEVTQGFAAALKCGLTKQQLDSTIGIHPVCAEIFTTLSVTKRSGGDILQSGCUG
#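 Rat TrxR1 (90 nM in the dispensed reagent) was pre-reduced with 400 uM NADPH for 5 min at room temperature, then incubated with compound for 15 min. After 400 uM selenite was added, NADPH fluorescence (Ex 340/Em 450 nm) was followed for 8 min.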
# USP1-UAF1 inh: inhibitors of human USP1/UAF1 deubiquitinase; O94782; recombinant USP1/UAF1, Ub-Rhodamine cleavage fluorescence; Potency, µM (top dose mostly 57.1 µM), without a hit: at the highest dose activity change, negative = inhibition, most hits filed as inhibitors; hit rate 0.23% among 390,000; AID 743255; further: on the % scale 0 is the no-effect control and ±100 the full control effect; nearly all actives have a fitted effect of over 60% in size; inactives centre near -12
#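 In this screen, compounds sit with the deubiquitinase complex (1nM) for 15 min at room temperature before Ub-Rho is added at 150nM final. Fluorescence rise is then followed for 6 reads every 60 seconds.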
# 12-LOX inh: blocks human arachidonate 12S-lipoxygenase. Potency, µM (doses to about 108 µM), inactives show top-dose activity change, negative = inhibition, most hits filed as inhibitors. AID 1671190. hit rate 1.1% among 580,000. purified 12hLO, xylenol orange hydroperoxide absorbance; further: on the % scale 0 is the no-effect control and ±100 the full control effect
#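 Purified human 12hLO at 150 nM in 25 mM Hepes, 0.01% Triton X-100, pH 7.0, preincubated 15 min at room temperature with compound. Reaction started with 40 uM arachidonic acid, 30 min at room temperature. Hydroperoxide measured by Fe-xylenol orange, 573/405 nm absorbance ratio.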
# RGS4 inh: inhibitors of human regulator of G protein signaling 4 | Transcreener GDP fluorescence polarization, RGS4-accelerated GTP hydrolysis | P49798 | AID 504845 | hit rate 0.039% among 390,000 | Potency, µM (top dose mostly 114 µM), for inactives: at the highest dose activity change, negative = inhibition, most hits filed as inhibitors; further: on the % scale 0 is the no-effect control and ±100 the full control effect; nearly all actives have a fitted effect of over 75% in size; some results filed as inactive show a strong effect at the top dose
# Target sequence (P49798 whole entry, looked up): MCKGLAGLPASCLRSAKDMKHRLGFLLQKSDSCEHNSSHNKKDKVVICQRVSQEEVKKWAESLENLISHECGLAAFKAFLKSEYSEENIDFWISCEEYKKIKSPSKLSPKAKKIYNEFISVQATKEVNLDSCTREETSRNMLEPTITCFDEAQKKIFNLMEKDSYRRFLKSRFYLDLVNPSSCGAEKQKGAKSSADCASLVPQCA
#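 MLSMR compounds (23 nl, pin-transferred) preincubated 10 min at room temperature with a 500nM (2x) first reagent, then RGS4 at 900nM (2x) plus Transcreener GDP mix added; fluorescence polarization (620/688 nm) read before and after 90 min at 30 °C.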
# RXFP1 agonist: RXFP1 (human) receptor agonism. HEK293T-RXFP1 cAMP TR-FRET, 30 min; response scale: percent of porcine relaxin response, buffer zero. Potency, µM (titrated, usually from 57.5 µM), without a hit: top-dose activation, usual class: activators. hit rate 0.3% among 370,000; further: on the % scale 0 is the no-effect control and ±100 the full control effect; nearly all actives have a fitted effect of over 60% in size; many of its hits are not listed in these tables
#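 Agonist response is measured as cAMP accumulation in an RXFP1-transfected HEK293T line under PDE4 inhibition. Values are scaled between buffer-only and 29 nM porcine relaxin, and EC50s come from standard Hill equation fits.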
# Vif-APOBEC3F blk: inhibitors of Vif-A3F interaction. hit rate 0.2% among 390,000. HeLa A3F-eYFP + Vif (tagged APOBEC3F with the HIV-1 protein that degrades it), YFP fluorescence increase. Potency, µM (series often up to 46.1 µM), for inactives: at the top dose activity, negative = active. AID 602313; further: % of control where 0% means no effect; nearly all actives have a fitted effect of over 65% in size
#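 HeLa cells stably expressing Vif plus C-terminally eYFP-tagged A3F were seeded, incubated overnight at 37 deg C, dosed with compound, incubated overnight again at 37 deg C. Yellow fluorescence (Ex 488/Em 500-530) reported blocked Vif-mediated A3F-eYFP degradation.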
# IDH1 R132H inh: inhibitors of human mutant IDH1 R132H; O75874; IDH1-R132H enzyme, NADPH consumption, diaphorase/resazurin fluorescence; Potency, µM (highest dose often 76.6 µM), for the others: top-dose activity change, negative = inhibition, usual class: inhibitors; hit rate 0.093% among 390,000; further: on the % scale 0 is the no-effect control and ±100 the full control effect; nearly all actives have a fitted effect of over 65% in size
#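 IDH1-R132H (0.5 ug/mL) preincubated 30 min with compound, then NADPH (0.016 mM) and alpha-KG (2 mM) added; 80 min at RT, pH 7.5. Remaining NADPH coupled via diaphorase/resazurin to fluorescence (540/590 nm); concentration-response curves normalized to no-enzyme control.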
# Vif-APOBEC3G blk: Vif-A3G binding inhibition. Q9HC16. Potency, µM (doses to about 46.1 µM), for the others: at the top dose activity, negative = active, most hits filed as inhibitors. HeLa A3G-eYFP + Vif (tagged APOBEC3G with the HIV-1 protein that degrades it), YFP fluorescence, overnight. hit rate 0.076% among 410,000;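 further: on the % scale 0 is the no-effect control and ±100 the full control effect; nearly all actives have a fitted effect of over 60% in size; hits raise eYFP signal because A3G escapes Vif-driven loss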
# Target sequence (Q9HC16 whole entry, looked up): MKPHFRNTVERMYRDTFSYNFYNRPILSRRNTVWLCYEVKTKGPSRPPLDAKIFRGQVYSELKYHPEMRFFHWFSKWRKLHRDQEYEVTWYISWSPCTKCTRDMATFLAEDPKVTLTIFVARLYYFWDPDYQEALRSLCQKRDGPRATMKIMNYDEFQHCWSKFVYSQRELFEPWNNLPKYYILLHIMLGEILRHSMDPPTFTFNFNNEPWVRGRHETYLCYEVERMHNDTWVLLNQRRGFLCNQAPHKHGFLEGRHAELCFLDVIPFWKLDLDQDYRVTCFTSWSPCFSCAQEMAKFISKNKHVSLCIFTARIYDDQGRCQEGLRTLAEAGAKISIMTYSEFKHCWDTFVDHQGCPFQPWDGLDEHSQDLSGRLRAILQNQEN
#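 Read-out is eYFP fluorescence (Ex 488/Em 500-530) from Vif-expressing HeLa A3G-eYFP cells; more signal means A3G escaped Vif-mediated degradation. Cells plated overnight, compound pinned in, incubated overnight at 37 deg C.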
# TrxR1 substrate: is turned over as a substrate by rat TrxR1; purified TrxR1 substrate turnover, NADPH consumption readout; Potency, µM (highest dose often 114 µM), for inactives: top-dose activity change, negative = substrate turnover; hit rate 0.01% among 390,000; further: on the % scale 0 is the no-effect control and ±100 the full control effect; nearly all actives have a fitted effect of over 50% in size
#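 Rat TrxR1, dispensed at 90 nM, was prereduced with 400 uM NADPH (final) for 5 min at ~22 deg C, then incubated with compound 15 min before 400 uM selenite. A first-read NADPH fluorescence drop versus no-compound background flagged substrates.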
# * marks the source's active call; other numbers are inactive results; u = inconclusive; x = no result given; & = joins results of further samples; [ ] = dose if it differs, or a comment. The call rests on the fitted dose curve; in most records, active means well fitted curve in the direction sought with a large enough effect; inconclusive means small, poorly fitted or top-dose-only effect, or another doubt; inactive means no such curve, though single readings can be large; an effect the other way counts as inactive or inconclusive. Potency means the concentration at half of the fitted maximal effect. Only part of the results is shown; rates above refer to the full screens.
SMILES,rTrxR1 inhibitor,USP1-UAF1 inh,12-LOX inh,RGS4 inh,RXFP1 agonist,Vif-APOBEC3F blk,IDH1 R132H inh,Vif-APOBEC3G blk,TrxR1 substrate
CCNC(=S)N1CCN(S(=O)(=O)c2ccc(C)c(C)c2)CC1,0%,-17%,-11%,-1%,1.3%,-2%,-8%,1%,-9%
CC1CCN(CCc2nc3cc(NC(=O)Nc4ccccc4)ccc3n2C)CC1,10%,-3%,-21%,18%,-1.1%,2%,16%,-1%,4%
CN(c1ccc(C(=O)N2CCN(c3ccccc3F)CC2)cc1)S(=O)(=O)c1ccccc1,19%,u,-4%,-7%,-1.2%,-3%,-4%,7%,6%
CCSc1nc(O)c(Cc2ccccc2)c(=O)[nH]1,4%,-19%,0%,18%,-1.5%,-2%,-9%,1%,0%
O=c1c2cccnc2n(-c2ccccc2)n1Cc1ccc(Cl)cc1,104%[activator][57.1 µM],-16%,-3%,u,3.7%,-12%,0%,0%,74%[activator][57.1 µM]
O=C(CN1CCN(CC(=O)Nc2ccccc2Cc2ccccc2)CC1)Nc1ccccc1Cl,19%,-24%,-5%,3%,-0.8%,-1%,-6%,0%,1%
Cc1cccc(NC(=O)COC(=O)c2ccccc2-c2nc3ccccc3s2)c1C,13%,-4%,-5%,9%,-0.1%,8%,-7%,-6%,-8%
COc1ccc(N2CCN(C(CNC(=O)c3cccc(Cl)c3)c3cccnc3)CC2)cc1 (stereo not given),1%,-14%,-24%,-1%,0.1%,4%,-1%,0%,-4%
ON=C(c1ccccc1)c1ccc2c3c(cccc13)CC2,x,-28%,1%,x,x,-22%,10%,-26%,x
COCC1CCCCN1Cc1cn[nH]c1-c1ccc2cc(OC)ccc2c1 (stereo not given),8%,-17%,-10%,-6%,1.4%,-10%,-7%,14%,-1%
Cc1ccc(-n2c(SCC(=O)c3c(N)n(C4CC4)c(=O)[nH]c3=O)nnc2N2CCOCC2)cc1,11%,-19%,18%,7%,-0.2%,11%,-3%,-1%,-9%[57.1 µM]
Cc1ccc(NC(=O)Cn2c(=S)[nH]c3ccccc32)cc1,1%[57.1 µM],-14%,u,-40%,-0.5%,-15%,0%,0%,3%[57.1 µM]
Cc1cccn2c(=O)c3cc(C(=O)NCCc4ccccc4)c(=N)n(CC4CCCO4)c3nc12 (stereo not given),36%,-16%,-26%,10%,9.7%,-7%,0%,0%,124%[activator]
CCOC(=O)C1(CCOC)CCN(C(=O)Cc2ccc3ccccc3c2)CC1,-1%,-21%,-23%,-5%,0.3%,8%,-3%,-5%,-8%
CC(C)Cc1cc(C(=O)NCCc2ccccc2)no1,33%,-20%,3%[57.4 µM],15%,-6.2%,-7%,7%,0%,5%[57.1 µM]
COc1ccc(/C=C/C(=O)O/N=C(\N)c2ccccc2)cc1OC,-2%,-3%,-5%,-7%,0.7%,4%,7%,-2%,-3%
COc1ccc2oc(C(F)(F)C(F)(F)F)cc(=O)c2c1,20%,-20%,0%,-7%,0.6%,-4%,4%,1%,48%[activator]
CCOC(=O)c1c[nH]c2nc(C)ccc2c1=O,12%&-1%,-22%,6%,-6%,11%,-15%,-4%,-3%&-3%,3%&0%
COc1cc(/C=C/C(=O)OCC(=O)Nc2nnc(-c3ccccc3)o2)cc(OC)c1OC,-16%,-13%,-1%,19%,0.7%,u,-8%,-6%,9%
COCC(C)NC(=O)NC(=O)c1ccc(Cl)cc1 (stereo not given),4%[11.4 µM],-6%,25%,18%,1.2%,-2%,10%,-1%,6%[57.1 µM]
Cc1[nH]c2ccccc2c1SCC(=O)NC1CCCCC1,-2%,-22%,-11%,-34%,2.4%,0%,8%,0%,-5%
COc1ccc(CNC(=O)c2nn(C)c3c2CSc2ccccc2-3)cc1,14%,-24%,12%,9%,-2.3%,-2%,-7%,-3%,2%
CC(C)CCNC(=O)c1sc2ccc(S(=O)(=O)N3CCCCC3)cc2c1N,18%,-31%,-1%,-20%,0.6%,u,-3%,-1%,4%
CCOC(=O)c1c(NC(=O)CSc2nnc(C)o2)sc(C)c1C,-5%,-19%,3%,2%[56.9 µM],0.0%,-1%,0%,0%,0%
S=c1[nH]nc(C2CCCCC2)n1/N=C/c1ccco1,-12%,-17%,u,-38%,4.2%,-13%,5%,-2%,0%
Cc1cc(C)cc(NC(=O)Nc2ccccc2OCc2cc(=O)n3ccccc3n2)c1,4%[57.1 µM],-21%,u,16%,10%,u,-11%,0%,-3%[57.1 µM]
CCOP(=O)(c1ccc(N(C)C)cc1)C(O)c1ccccc1 (stereo not given),16%,-19%,-6%,-26%,-0.9%,3%,3%,2%,1%
COC(=O)c1c(NC(=O)c2ccc(C)c(S(=O)(=O)Nc3ccccc3C)c2)sc2c1CCCC2,-6%,0%,13%,14%,-0.4%,-12%,1%,0%,-11%
CCN(CC)C(=O)c1oc2ccc(S(=O)(=O)N3CCCCCC3)cc2c1C,19%[57.1 µM],-9%,0%,-14%,3.3%,-5%,7%,1%,-3%[57.1 µM]
COc1ccc(N2C(=O)NC3CC2(C)Oc2ccc(Br)cc23)cc1OC (stereo not given),12%[57.1 µM],-16%,161%[activator],15%,-1.7%,-4%,0%,-27%,8%[57.1 µM]
Cn1cc(C2NC(=O)c3ccccc3N2)c2ccccc21 (stereo not given),-4%[11.4 µM],-18%,11%,2%,x,1%,3%,u,34%[57.1 µM]
Cc1ccc2onc(CNC(=O)N3CCN(c4cccc(C)c4C)CC3)c2c1,20%,-18%,3%,-23%,2.7%,3%,1%,5%,2%
O=C(CSc1ccccc1Cl)N1CCOCC1,10%,-8%,15%,-3%,-0.3%,5%,1%,-5%,0%
Cc1ccc(C(=O)N2CCN(S(=O)(=O)c3ccccc3[N+](=O)[O-])C2)cc1,6%,-8%,-6%,4%,1.6%,-19%,2%,-1%,-2%
O=c1[nH]nc(CNc2ccc(Cl)cc2Cl)c2ccccc12,12%,-12%,-8%,4%,1.2%,u,17%,-9%,0%
CS(=O)(=O)N(CC(=O)Nc1ccc2c(c1)OCCO2)Cc1ccccc1,12%,-7%,22%,11%,-1.6%,-1%,0%,4%,6%
Cc1cccc(NC(=O)N2CCC(n3c(C)nc4cccnc43)CC2)c1,-17%[57.1 µM],-24%,2%,7%,-0.3%,-8%,15%,2%,-11%[57.1 µM]
Cc1cc2c(c(C)nn2-c2ccccc2)c(=O)o1,6%,-22%,-13%,-5%[11.4 µM],2.6%,-5%,-3%,-2%,5%[57.1 µM]
Cc1ccc(-c2csc(C3C(N)=NC(S)=C(C#N)C34CCCCC4)n2)cc1 (stereo not given),-22%,-11%,-13%,u,-3.7%,x,-25%,-8%,7%
O=c1c2ccccc2ncn1Cc1ccccc1,11%[57.1 µM],-11%,u,16%,1.6%,2%,7%,-1%,6%[57.1 µM]
Cn1c(=O)c2ncn(CC(=O)Nc3cccc(-c4nc5ccccc5s4)c3)c2n(C)c1=O,34%[activator],-11%,2%,19%,-0.5%,-1%,3%,-1%,16%
CN(C)CCNc1ccc(-c2n[nH]c(=O)c3ccccc23)cc1[N+](=O)[O-],10%,-15%,-4%,14%,0.4%,4%,-12%,1%,1%
COc1cc2c(cc1OC)CN(CC(=O)Nc1ccc(C#N)cc1)CC2,5%[57.1 µM],-7%,10%,20%,1.4%,-10%,-8%,0%,13%[57.1 µM]
COCCNC(=O)Cn1c(=O)n(CCCC(=O)NCc2ccc3c(c2)OCO3)c(=O)c2sccc21,-9%,-10%,-3%,-17%,9.7%,-1%,-1%,-3%,-6%[57.1 µM]
Cc1cc(C)cc(N(C(=O)c2csnn2)C(C(=O)NC2CCCC2)c2cccnc2)c1 (stereo not given),10%[57.1 µM],-4%,0%,-8%,-2.7%,3%,-9%,-7%,-3%[57.1 µM]
CC(C)=CCC/C(C)=C/CNC(=O)C[C@H]1C[C@H](C(=O)N2CCCCC2)[C@@]2(CCc3ccccc3)c3[nH]c4cc(-c5ccco5)ccc4c3CCN2C1=O,-13%,-32%,x,-53%,x,-7%,-8%[38.3 µM],-6%,11%
O=C(Cc1c(F)cccc1Cl)OCC(=O)c1ccc[nH]1,16%[57.1 µM],-6%,-4%,23%,x,9%,0%,-1%,-5%
CCC(CC)c1nnc(NC(=O)c2ccc(N3CCCCC3)c([N+](=O)[O-])c2)s1,10%[57.1 µM],2%,4%,-2%,-0.4%,1%,6%,1%,0%[57.1 µM]

# Filtered by structure: those above containing fluorine.
SMILES,rTrxR1 inhibitor,USP1-UAF1 inh,12-LOX inh,RGS4 inh,RXFP1 agonist,Vif-APOBEC3F blk,IDH1 R132H inh,Vif-APOBEC3G blk,TrxR1 substrate
CN(c1ccc(C(=O)N2CCN(c3ccccc3F)CC2)cc1)S(=O)(=O)c1ccccc1,19%,u,-4%,-7%,-1.2%,-3%,-4%,7%,6%
COc1ccc2oc(C(F)(F)C(F)(F)F)cc(=O)c2c1,20%,-20%,0%,-7%,0.6%,-4%,4%,1%,48%[activator]
O=C(Cc1c(F)cccc1Cl)OCC(=O)c1ccc[nH]1,16%[57.1 µM],-6%,-4%,23%,x,9%,0%,-1%,-5%
